High-throughput results: PubChem BioAssay, Broad Institute
S100A4 inh HTS – inhibitors of human S100A4 binding to myosin IIA peptide; P26447; S100A4/TAMRA-MyoIIA peptide fluorescence polarization; inhibition, % at 10.7 µM; 360,000 compounds, 0.14% hits;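 active = mean inhibition of at least 70% across replicates, with every replicate also reaching that level; inconclusive = mean inhibition reaches 70% but some replicates fall short; inactive = mean inhibition below 70%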
Target sequence (P26447 whole entry, looked up): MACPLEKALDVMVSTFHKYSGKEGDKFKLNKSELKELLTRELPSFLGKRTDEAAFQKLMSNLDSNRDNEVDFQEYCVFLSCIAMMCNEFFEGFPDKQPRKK
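Material: S100A4 monomer (human). Medium: Calcium-containing HEPES buffer, pH 7.2. Probe or stimulus: labelled myosin peptide probe, 5 nM. Compound dosing: one concentration per compound. Timing: polarization read 5 min after assay mix addition, stable 5–60 min. Benchmarks: DMSO as neutral control, TFP as positive control.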
CASP6 VEID inh – blocks human caspase-6 cleavage activity; P55212; purified caspase-6, Z-VEID-R110 cleavage fluorescence; inhibition, % at 12.5 µM; 350,000 compounds, 0.53% hits;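 active = mean inhibition across replicates at least about 35%, with every replicate also reaching that limit, limit read from the data; inconclusive = only one of the two criteria met; inactive = neither criterion met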;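 note: 0% = median of neutral control wells and 100% = no fluorescence left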
Target sequence (P55212 24-179 limits assumed): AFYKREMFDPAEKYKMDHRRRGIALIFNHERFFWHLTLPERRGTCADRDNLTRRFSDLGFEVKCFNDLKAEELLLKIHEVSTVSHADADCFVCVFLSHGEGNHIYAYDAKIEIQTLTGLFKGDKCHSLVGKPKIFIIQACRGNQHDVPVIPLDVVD
Target sequence (P55212 194-293 limits assumed): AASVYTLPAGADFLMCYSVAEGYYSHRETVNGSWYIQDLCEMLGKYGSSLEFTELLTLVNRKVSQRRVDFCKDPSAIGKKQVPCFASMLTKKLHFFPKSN
esBAF inh – inhibitors of esBAF chromatin remodeling in mouse ES cells; Bmi1-luciferase knock-in reporter, 24 h; 100% = twice the neutral-well signal; reporter increase, % at 12.5 µM; 350,000 compounds, 2% hits; in the data active = activation above about 40%; inconclusive = no clear call, values can overlap the other calls;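 note: 0% = median of the plate's neutral control wells and 100% = double that signal; a rise in the Bmi1 reporter signal indicates esBAF inhibition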
FN deposition inh – fibronectin deposition inhibition | AH1F fibroblasts, Alexa488-fibronectin deposition fluorescence, overnight | inhibition, % at 12.6 µM | 350,000 compounds, 0.086% hits;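 active = mean inhibition across replicates of 30% or more, regardless of how many single replicates reach that level; inconclusive = mean under 30% yet at least half of replicates reach 30%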;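 note: positive control wells lacked labelled fibronectin entirely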
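Material: AH1F fibroblast monolayer depositing Alexa488-labelled fibronectin into matrix / Amount: 10000 AH1F cells per well / Signal: fluorescence 485/525 nm / Medium: DMEM, 2% serum / Compound: single dose, pinned / Incubation: 1 h cell adhesion before compound, then overnight fibronectin incubation / Reagent: Alexa488-FN, 24 nM final / Read-out: inhibition of fibronectin deposition signal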
SIRT5 block – blocks human SIRT5 desuccinylation of peptide. Purified SirT5, succinyl-peptide AMC, trypsin-coupled fluorescence. Q9NXA8. inhibition, % at 15 µM. 330,000 compounds, 1.1% hits; in the data active = inhibition above about 15%; inconclusive = no clear call, values can overlap the other calls
Target sequence (Q9NXA8 whole entry, looked up): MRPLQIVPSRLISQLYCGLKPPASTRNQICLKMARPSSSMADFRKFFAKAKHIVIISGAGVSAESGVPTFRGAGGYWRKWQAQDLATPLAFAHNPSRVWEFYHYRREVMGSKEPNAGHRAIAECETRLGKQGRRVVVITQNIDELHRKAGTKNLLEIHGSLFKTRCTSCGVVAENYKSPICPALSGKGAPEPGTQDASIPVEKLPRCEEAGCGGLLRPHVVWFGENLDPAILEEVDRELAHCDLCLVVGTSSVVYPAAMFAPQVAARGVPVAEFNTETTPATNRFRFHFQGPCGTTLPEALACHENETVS
LGR2 inh – Drosophila LGR2 receptor signaling inhibition; HEK293 LGR2, CRE-luciferase, bursicon-stimulated, 4 h; inhibition, % at 9.99 µM; 380,000 compounds, 0.35% hits; AID 720647;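 active = drop in luminescence signal, shown as inhibition above about 50% in the replicate tests, limit read from the data, passing the limit was not always enough; inconclusive = probably only some replicates passing the limit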;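 note: agonist challenge used bursicon conditioned medium at about half maximal strength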
C2C12 statin – suppression of simvastatin myotoxicity; rescue of ATP level, % at 7.49 µM; 330,000 compounds, 0.78% hits; C2C12 myotubes + simvastatin, ATP luminescence, 48 h; scaled: DMSO 0, geranylgeraniol control 100;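 active = mean ATP rescue above about 67%, or every replicate alone reaching that limit, limit read from the data, passing the limit was not always enough; inconclusive = no clear call, values can overlap the other calls; inactive = mean under the limit and some replicate under it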;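 note: myotubes were challenged with 10 µM simvastatin during compound exposure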
* hit, by the source's call; ? = inconclusive; nt = not tested or not shown. This is a subset. The share of hits here may be higher or lower than overall.

SMILES	S100A4 inh HTS	CASP6 VEID inh	esBAF inh	FN deposition inh	SIRT5 block	LGR2 inh	C2C12 statin
CC(C)NC(=O)N1C[C@@H]2[C@H](c3ccccc31)[C@@H](CO)N2C(=O)Nc1ccccc1	nt	nt	-1	nt	nt	5	1
Cc1cccc(/C(N)=N/OC(=O)c2ccco2)c1	3	0	-32	nt	1	?	-6
Cc1ccc(-n2nnnc2CNC(=O)c2ccc3c(c2)OCO3)cc1C	-2	-1	0	0	-6	3	-2
C#CCOCCOCCOCCNc1nc(N2CCOCC2)nc(N2CCN(C(=O)Cn3cc(CCCN=C(N)N)nn3)CC2)n1	46	-13	-3	-13	-1	-6	-4
COc1cccc(CC(=O)OCC(=O)NNC(=O)c2ccc([N+](=O)[O-])cc2)c1	-2	34	-5	nt	1	-3	-2
C[C@@H]1CN([C@@H](C)CO)C(=O)c2cc(NS(=O)(=O)c3ccccc3)ccc2O[C@@H](C)CCCCO[C@@H]1CN(C)Cc1ccccc1	-1	-1	6	nt	7	1	nt
COc1cc2c(cc1OC)CN(C(=O)Cc1ccc(OC)c(S(=O)(=O)N3CCOCC3)c1)CC2	nt	nt	11	3	nt	nt	0
COC(=O)C[C@H]1CC[C@@H]2[C@H](COc3ccc(NC(=O)NC(C)C)cc3C(=O)N2C)O1	7	-2	2	-6	-4	1	-12
CCC(O)(CC)C(=O)NN(C(=O)CCl)c1ccccc1	14	13	nt	6	4	4	nt
CCC(=O)N1CCc2cc(S(=O)(=O)CCC(=O)NCc3ccccc3OC)ccc21	0	8	12	-6	0	-8	-11
Cc1noc(C)c1S(=O)(=O)Nc1cccc2c1O[C@H](CN(C)Cc1ccncc1)[C@H](C)CN([C@H](C)CO)C2=O	-5	2	2	nt	-4	1	nt
C[C@@H]1CN([C@H](C)CO)C(=O)Cc2cc(NS(C)(=O)=O)ccc2O[C@@H]1CN(C)C(=O)Nc1ccc2c(c1)OCO2	nt	nt	0	nt	nt	-13	-7
CCNC(=O)N1CCN(c2ccc(N3CCN(Cc4ccccc4)[C@@H](C)C3)c(C)c2)[C@@H](C)C1	-17	-2	nt	-8	1	-4	nt
COCCn1c(C)cc(C(=O)COc2cccnc2[N+](=O)[O-])c1C	-25	4	nt	10	0	-11	nt
CSc1cccc(CN2CCC(n3nccc3NC(=O)C3CC3)CC2)c1	2	-4	-3	5	-3	-3	2
COCC(=O)N(C)C[C@H]1Oc2cc(-c3ccc(C#N)cc3)ccc2S(=O)(=O)N([C@H](C)CO)C[C@H]1C	0	0	3	2	-2	1	2
CCc1ccc(C(=O)Nc2ccc(OC)c(S(=O)(=O)N3CCOCC3)c2)cc1	-2	-1	nt	4	1	5	nt
CCOC(=O)c1cnc(SCC(=O)N2CCc3ccccc32)nc1N	nt	nt	6	nt	nt	-5	17
O=C(C[C@H]1CC[C@@H](NC(=O)C2CC2)[C@H](CO)O1)NC1CCC1	-20	0	3	-1	9	0	6
C=CCN1C2=NCCCN2c2ccccc21	-11	-5	2	0	-6	3	4
C[n+]1ccccc1/C=C/c1ccccc1Cl	4	-16	6	11	-7	3	-3
CC(C)C[C@H](NC(=O)N1CCN(c2ccccc2)CC1)C(=O)O	0	-4	5	-6	-2	2	-9
Cc1ccc(-n2cc(CN(C)Cc3nccn3C)c(-c3cccc(C)c3)n2)cc1	3	4	nt	1	0	?	nt
Cc1ccc(S(=O)(=O)N2CCOCC2)cc1C(=O)NC1CCCC1	-13	0	-11	-6	0	14	5
CC(C)c1cn(CC[C@H]2CC[C@H](NC(=O)c3cccc(F)c3)[C@H](CO)O2)nn1	-11	-1	5	0	4	1	-4
O=C1CN(C(=O)CN2C(=O)NC(c3ccccc3)(c3ccccc3)C2=O)c2ccccc2N1	1	-1	-2	-7	-14	-12	9
CC(C)NC(=O)N(C)C[C@H]1Oc2cc(-c3cccnc3)ccc2S(=O)(=O)N([C@H](C)CO)C[C@@H]1C	-20	0	1	4	-3	-4	-4
CC(NC(=O)c1ccc(N(C)C)cc1)C1CC2CCC1C2 (stereo not given)	nt	nt	16	nt	nt	-10	19
COc1cccc(/C=C(\C#N)c2nc3ccccc3[nH]2)c1OCC(=O)O	-8	2	27	-9	102*	-50	4
CCCNC(=O)[C@H](C)NC(=O)c1ccc(Br)cc1	0	-1	1	-5	nt	-4	1
O=C(NC(=S)NCCO)c1sc2ccccc2c1Cl	2	-1	53*	2	4	-61	2
CCN(CC)S(=O)(=O)c1ccc(C(=O)NCC(c2ccc(OC)cc2)N2CCOCC2)cc1 (stereo not given)	-3	-1	nt	nt	1	-4	nt
O=C(CN1CCc2cc3c(cc2C1)OCCCO3)Nc1ccccc1	7	1	0	nt	nt	nt	16
CNC[C@@H]1OCCCC[C@@H](C)Oc2ccc(NS(C)(=O)=O)cc2C(=O)N([C@@H](C)CO)C[C@@H]1C	-3	-1	-6	nt	-1	8	9
O=C1C2C3C=CC(CC3)C2C(=O)N1c1cccc(Br)c1 (stereo not given)	-1	-1	-3	0	1	-2	0
O=C(CN1CCN(Cc2ccccc2Cl)CC1)N/N=C/C=C/c1ccccc1[N+](=O)[O-]	0	0	nt	-9	7	3	nt
COc1ccc(C(CCNCc2ccc(N(C)C)cc2)C(C)C)cc1 (stereo not given)	-2	-4	nt	10	1	nt	nt
COc1ccc(NC(=S)N(Cc2ccc(C)cc2)Cc2ccccn2)cc1	0	nt	nt	nt	-6	13	nt
Nc1ncnc(Nc2ccccc2Cl)n1	0	-2	nt	-2	-2	nt	nt
CC(c1nc2ccccc2n1Cc1ccccc1)N1CCCCC1 (stereo not given)	-13	-3	-3	-6	-6	3	1
CCCC#Cc1ccc2c(c1)O[C@@H](CN(C)C(=O)CC1CC1)[C@H](C)CN([C@@H](C)CO)S2(=O)=O	7	-3	2	-9	3	8	-3
C[C@@H]1CN([C@H](C)CO)C(=O)c2cc(NC(=O)CCCN(C)C)ccc2O[C@@H]1CN(C)Cc1ccc2c(c1)OCO2	8	2	nt	nt	-4	-1	nt
C[C@H]1CN([C@@H](C)CO)S(=O)(=O)c2ccc(-c3cccnc3)cc2O[C@H]1CN(C)CC1CC1	2	0	-7	nt	-2	5	8
Cc1ccc(S(=O)(=O)N2CCN(C(=O)COC(=O)c3ncc(Cl)c(Cl)c3Cl)CC2)c(C)c1	-13	-5	1	15	-1	-4	-1
Cc1c([N+](=O)[O-])c(C(=O)NC2CCCCC2)nn1C	-1	-2	nt	nt	-5	-5	nt
O=C(NCc1ccccc1Cl)C1CCN(S(=O)(=O)N2CCC3(CC2)OCCO3)CC1	4	-3	nt	nt	1	9	nt
Cn1cnc([N+](=O)[O-])c1Sc1nnc(-c2ccccc2)c(-c2ccccc2)n1	-9	0	nt	7	nt	6	nt
N#Cc1ccccc1S(=O)(=O)N1CCN(C(=O)C2CCC2)CC1	1	3	-2	-3	0	-1	8
CO[C@@H]1CN(C)C(=O)c2ccc(NC(=O)C3CCCCC3)cc2OC[C@@H](C)N(C(=O)c2ccccc2)C[C@@H]1C	3	2	1	-1	8	7	0
Cc1cccc(C)c1Nc1ncnc2ccccc12	-8	1	-2	6	-4	8	14
C[C@@H]1CN([C@@H](C)CO)C(=O)c2cccc(NC(=O)Nc3ccc(F)cc3)c2O[C@@H]1CN(C)Cc1ccc(C(F)(F)F)cc1	12	2	11	nt	2	nt	-41
COc1ccc(C(=O)NC(=S)N(CCC(C)C)c2c(N)n(Cc3ccccc3)c(=O)[nH]c2=O)cc1	-5	1	nt	0	-7	-17	nt
COc1ccccc1C(=O)OCC(=O)NC(=O)NC1CCCCC1	-1	-1	-10	-3	-2	-18	3
COc1ccc(Oc2ccc(/C=C/C(=O)c3cccc(OC)c3)cc2[N+](=O)[O-])cc1	-1	-2	nt	3	nt	13	nt
Nc1nc2ccc(Cl)cc2cc1C(=O)NCCc1ccc(Cl)cc1Cl	2	0	nt	5	-4	4	nt
Cc1cc(C)n(Cc2cnc(N3CCOCC3)s2)n1	17	0	11	1	0	-5	7
Cc1c(NC(=S)NCc2ccc(F)cc2)cccc1[N+](=O)[O-]	11	-1	nt	4	nt	17	nt
O=C(CNS(=O)(=O)c1ccccc1)Nc1ccc(F)cc1F	-5	3	-1	nt	-5	5	4
CCC(=O)N(C)C[C@H]1Oc2cc(-c3ccccc3F)ccc2S(=O)(=O)N([C@H](C)CO)C[C@@H]1C	0	1	5	nt	-4	2	-4
CC(=O)N1CCc2cc(Br)cc(S(=O)(=O)N3CCC(C(=O)O)CC3)c21	-14	39*	-10	-4	7	10	4

(more compounds)
SMILES	S100A4 inh HTS	CASP6 VEID inh	esBAF inh	FN deposition inh	SIRT5 block	LGR2 inh	C2C12 statin
CC(C)CCNC(=O)c1ccc2c(c1)ncn2C1CCCC1	2	-3	nt	0	-2	-73	nt
Cc1cccc(C(=O)NNC(=O)C23CC4CC(CC(C4)C2)C3)c1O	-2	5	25	2	nt	-16	5
O=S(=O)(NCCc1ccc(Cl)cc1)c1cccs1	-8	1	9	nt	2	-11	-3
COc1ccccc1-[n+]1c(C)cc(/C=C2\Sc3ccccc3N2C)cc1C	-4	-13	-84	-35	9	?	-155
N#Cc1nc(-c2cccc3ccccc23)oc1NCCN1CCOCC1	-1	2	27	nt	-23	-40	-3
COCc1cccc(-c2csc(C(C)(O)c3ccccc3)n2)c1 (stereo not given)	0	1	17	-1	nt	-13	-3
COc1ccc(N2CC(C(=O)N[C@@H](CC(C)C)C(=O)NC3CCCC3)CC2=O)cc1 (stereo not given in full)	-2	1	nt	-6	-5	13	nt
COc1ccc(OC)c(C(c2nnnn2CC2CCCO2)N2CCN(C3CCCC3)CC2)c1 (stereo not given)	nt	nt	2	nt	nt	-1	-16
COc1ccccc1NC(=O)N1[C@@H](C#N)[C@@H](c2ccccc2)[C@@H]1CO	-6	-2	-7	-3	5	-11	-8
O=C(CNC(=O)c1ccccc1)OCc1cccc(Br)c1	-6	0	nt	4	1	nt	nt
CC(C)CC(=O)Nc1nnc(SCC(=O)NCc2ccco2)s1	-1	5	nt	7	1	-5	nt
CCCNC(=O)N1CCC2(CC1)CN(Cc1ccccc1)[C@@H](CO)c1[nH]c3cc(OC)ccc3c12	-32	0	nt	nt	-4	-7	nt
CCN(CC(=O)Nc1cccc(OC)c1)C(=O)c1ccncc1	7	-3	-10	3	7	-22	3
CC1=C(C(=O)OCC2CCCCC2)C(c2ccccc2F)NC(=O)N1 (stereo not given)	-1	0	nt	2	-3	nt	nt
O=C(c1ccco1)N1CCN(S(=O)(=O)/C=C/c2ccccc2)CC1	0	1	-7	9	-1	-11	1
COc1cnn(-c2cccc(Cl)c2)c(=O)c1Cl	-2	4	nt	2	3	6	nt
O=C(C[C@@H]1C=C[C@H](NC(=O)c2cccc(F)c2)[C@@H](CO)O1)NCc1ccc(Oc2ccccc2)cc1	3	0	-1	nt	-1	0	3
O=C(C[C@H]1C=C[C@@H](NC(=O)CCN2CCCCC2)[C@H](CO)O1)Nc1ccc(-c2ccccc2)cc1	-7	2	7	11	1	9	-12
CCCCCC(=O)Nc1cc(S(=O)(=O)N2CCCCC2)ccc1N1CCCCC1	-2	4	3	0	-4	-8	-5
Cc1cc(NC(=O)c2c(C)noc2C)no1	4	2	nt	9	-1	-7	nt

Quoted from the listing:
O=C(C[C@H]1C=C[C@@H](NC(=O)CCN2CCCCC2)[C@H](CO)O1)Nc1ccc(-c2ccccc2)cc1 in CASP6 VEID inh has 2
Cc1cc(NC(=O)c2c(C)noc2C)no1 in FN deposition inh has 9
CCCCCC(=O)Nc1cc(S(=O)(=O)N2CCCCC2)ccc1N1CCCCC1 in esBAF inh has 3
